High-throughput results: PubChem, National Center for Advancing Translational Sciences (NCATS)
Shiga toxin inh – blocks Shiga toxin action in Vero cells. Vero cells, Shiga toxin protein synthesis inhibition reporter. inhibition, % at 38.7 µM. actives 9.2% (n = 290,000). AID 2315; in the data active means inhibition mostly above about 28%, no sharp cut-off; inactive means mostly below about 43%; further: 0% is about no effect
Pf growth 48h – inhibits P. falciparum growth in the first generation, 48 h; P. falciparum luciferase growth in erythrocytes, 48 h; Potency, µM (doses to about 28.7 µM), for the others: at the highest dose activity change, negative = inhibition, usual class: inhibitors; actives 5.9% (n = 310,000); AID 504832; further: potency means the concentration at half of the fitted maximal effect; on the % scale 0 is the no-effect control and ±100 the full control effect
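Erythrocytes infected with P. falciparum carrying an integrated firefly luciferase reporter (2% hematocrit, 0.1% parasitemia final) were exposed to compounds in RPMI 1640 with 0.5% Albumax at 37 C, 5% CO2. Growth inhibition was scored as reduced luminescence.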
Sm TGR inh – inhibitors of Schistosoma mansoni thioredoxin glutathione reductase | Q962Y6 | purified TGR, DTNB reduction, TNB absorbance 405 nm | Potency, µM (doses to about 114 µM), for inactives: top-dose activity change, negative = inhibition, hits mostly inhibitors | actives 3% (n = 360,000); further: potency means the concentration at half of the fitted maximal effect; on the % scale 0 is the no-effect control and ±100 the full control effect; nearly all actives have a fitted effect of over 60% in size
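Kinetic colorimetric format: TGR-catalysed, NADPH-driven DTNB reduction monitored via TNB absorbance. Enzyme dispensed at 20 nM; compound exposure 15 min at room temperature before reaction start.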
Pf growth 96h – P. falciparum growth inhibition at 96 hours; P. falciparum luciferase reporter growth, 96 h; Potency, µM (top dose mostly 28.7 µM), for the others: top-dose activity change, negative = inhibition, most hits filed as inhibitors; actives 6.9% (n = 320,000); AID 504834; further: potency means the concentration at half of the fitted maximal effect; on the % scale 0 is the no-effect control and ±100 the full control effect
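Compounds incubated with erythrocytes infected by luciferase-expressing P. falciparum (2% hematocrit, 0.05% parasitemia final) for 96 hours, 37 C in 5% CO2. Growth inhibition scored as decreased luciferase luminescence.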
Cycloheximide cs – counter-screen hit for Shiga toxin inhibitors, cycloheximide. cell reporter, cycloheximide protein synthesis inhibition counterscreen. max response, %. actives 12% (n = 300,000); in the data active means max response mostly above about 13%, no sharp cut-off; inactive means mostly below about 14%; further: read at 38.3 µM for the half of the compounds with a filed dose; 0% is about no effect
FBPA Giardia inh – Giardia lamblia aldolase inhibition | A8B2U2 | purified Giardia FBPA | Potency, µM (top dose mostly 59.6 µM), without a hit: at the top dose activity, negative = inhibition, most hits filed as inhibitors | actives 0.71% (n = 290,000); further: potency means the concentration at half of the fitted maximal effect; on the % scale 0 is the no-effect control and ±100 the full control effect; nearly all actives have a fitted effect of over 55% in size
Target sequence (A8B2U2 whole entry, looked up): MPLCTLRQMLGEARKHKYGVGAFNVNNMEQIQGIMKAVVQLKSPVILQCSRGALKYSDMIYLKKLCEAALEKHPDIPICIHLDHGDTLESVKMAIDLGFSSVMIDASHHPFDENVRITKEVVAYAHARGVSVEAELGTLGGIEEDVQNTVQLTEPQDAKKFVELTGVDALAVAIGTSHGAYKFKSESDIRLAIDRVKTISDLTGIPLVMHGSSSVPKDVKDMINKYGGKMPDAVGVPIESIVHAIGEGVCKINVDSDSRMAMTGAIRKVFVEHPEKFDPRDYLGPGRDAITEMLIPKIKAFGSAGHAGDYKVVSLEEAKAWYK
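40 nM FBPA preincubated 10 min at RT with compound (up to 57.5 uM final), then substrate plus GAPDH/TPI/NAD/arsenate coupling and diaphorase/resazurin added. Fluorescence read after 20 min at RT, 525/598 nm.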
The depositor's hits bear a star; i = inactive; ? = inconclusive; . = not tested or not shown; [ ] = remark or other dose. Unless noted, the call rests on the fitted dose curve; in most records, active means well fitted curve in the direction sought with a large enough effect; inconclusive means small, poorly fitted or top-dose-only effect, or another doubt; inactive means no such curve, though single readings can be large; an effect the other way counts as inactive or inconclusive. Compounds as they come, and some 24% of all compounds hit somewhere here.

SMILES | Shiga toxin inh | Pf growth 48h | Sm TGR inh | Pf growth 96h | Cycloheximide cs | FBPA Giardia inh
COc1ccc(NS(=O)(=O)c2ccc3nc(COc4ccc(Cl)c(C)c4)[nH]c3c2)cc1 | -38 | ? | 5% | ? | -4 | -1%
CCN(CC)c1ncnc2c1[nH]c1ccccc12 | -22 | 4.1µM* | 6% | . | -3 | -6%
Cc1[nH]nc(-c2ccc(O)cc2O)c1-c1nc2ccccc2s1 | 12 | 28% | 0% | 23% | -6 | 10%
O=C(OCc1c(Cl)nc2sccn12)c1cc2c(s1)CCCC2 | -9 | 24% | -7% | ? | -1 | 18%
Cc1ccc(-c2noc(C3CCCN(C(=O)c4ccc(Cl)cc4)C3)n2)o1 (stereo not drawn) | 37 | -8% | 12% | 10% | 36* | 7%
CC(=O)Nc1ccc(NC(=O)CSc2ccc([N+](=O)[O-])cn2)cc1 | 4 | -2% | 28% | 22% | -3 | 0%
CCOc1cc(/C=N/OC(C)=O)ccc1OCc1ccccc1 | 18 | 27% | -4% | 10µM* | 12* | -1%
Cc1cc(C)nc(N2CCCC(C(=O)Nc3cc(F)ccc3C)C2)n1 (stereo not drawn) | 19 | -11% | 2% | ? | -3 | 1%
Cn1c(=O)cc(OCC(=O)NCCc2ccc(Cl)cc2)c2ccccc21 | -4 | ? | 10% | 15% | 1 | 3%
CCN(CC)S(=O)(=O)c1cc(C)c(C)cc1Br | -7 | -22% | 1% | . | 0 | -1%
CC1CCN(c2ccc3nnc(CCC(=O)Nc4ccc(F)cc4)n3n2)CC1 | -8 | ? | 8% | ? | -3 | 15%
Cc1[nH]c2ccccc2c1/C=N/Nc1cccc(C(=O)O)c1 | 128* | i | 45µM* | i | 61* | -17%
CCCn1c(=S)[nH]c2cc(C(=O)N(CCO)Cc3ccccc3)ccc2c1=O | -5 | 25% | -9% | -17% | -1 | .
Cc1cccc(-c2cnn(-c3ccccc3)c2N)c1 | 101* | 126%[activator] | 9% | 200%[activator] | 44* | -5%
COC(=O)c1sc(N2CCN(Cc3ccccc3)CC2)nc1N | -8 | -6%[0.00184 µM] | 13% | 29% | -2 | 8%
O=[N+]([O-])O[C@H]1CO[C@H]2[C@@H]1OC[C@H]2O | 1 | -2% | . | 1% | -4 | -1%
CCCCN1C(=O)C2C(C(=O)Nc3cccc(OC)c3)C3C=CC2(O3)C1C(=O)NC1CCCCC1C (stereo not drawn) | 10 | ? | -22% | -16% | -3 | 0%
O=C(NCCN1CCOCC1)C1CC(=O)N(c2ccc(Cl)cc2)C1 (stereo not drawn) | 18 | 5% | 6% | 27% | -6 | 0%
Cn1nc(-c2ccccc2)c(C(=O)Nc2ccc(Cl)cc2)c1Cl | 11 | -10% | 1% | 0% | -2 | 0%
COC(=O)c1ccc(C(=O)NC(=S)Nc2nc3c(s2)CCCC3)cc1 | 63 | 88%[activator] | -1% | i | 20* | ?

Entries shown so far that contain a halogen, in the order listed:
SMILES | Shiga toxin inh | Pf growth 48h | Sm TGR inh | Pf growth 96h | Cycloheximide cs | FBPA Giardia inh
COc1ccc(NS(=O)(=O)c2ccc3nc(COc4ccc(Cl)c(C)c4)[nH]c3c2)cc1 | -38 | ? | 5% | ? | -4 | -1%
O=C(OCc1c(Cl)nc2sccn12)c1cc2c(s1)CCCC2 | -9 | 24% | -7% | ? | -1 | 18%
Cc1ccc(-c2noc(C3CCCN(C(=O)c4ccc(Cl)cc4)C3)n2)o1 (stereo not drawn) | 37 | -8% | 12% | 10% | 36* | 7%
Cc1cc(C)nc(N2CCCC(C(=O)Nc3cc(F)ccc3C)C2)n1 (stereo not drawn) | 19 | -11% | 2% | ? | -3 | 1%
Cn1c(=O)cc(OCC(=O)NCCc2ccc(Cl)cc2)c2ccccc21 | -4 | ? | 10% | 15% | 1 | 3%
CCN(CC)S(=O)(=O)c1cc(C)c(C)cc1Br | -7 | -22% | 1% | . | 0 | -1%
CC1CCN(c2ccc3nnc(CCC(=O)Nc4ccc(F)cc4)n3n2)CC1 | -8 | ? | 8% | ? | -3 | 15%
O=C(NCCN1CCOCC1)C1CC(=O)N(c2ccc(Cl)cc2)C1 (stereo not drawn) | 18 | 5% | 6% | 27% | -6 | 0%
Cn1nc(-c2ccccc2)c(C(=O)Nc2ccc(Cl)cc2)c1Cl | 11 | -10% | 1% | 0% | -2 | 0%

Continued.
SMILES | Shiga toxin inh | Pf growth 48h | Sm TGR inh | Pf growth 96h | Cycloheximide cs | FBPA Giardia inh
CCN(CC)C(=O)c1ccc(COc2ccc(Cl)c(C)c2)o1 | . | 12% | -3% | ? | 30* | 9%
CCC(=O)N(c1ccc(C(=O)O)cc1)c1nc(-c2ccc(OC)cc2)c(C)s1 | 7 | ? | -15% | -1% | -5 | 22%
O=[N+]([O-])c1ccc(-c2c(-c3ccccc3)ncc3cc(F)ccc23)cc1 | . | 2.6µM* | -32% | 5.2µM* | . | .
CCOC(=O)c1c(C)nc(-c2ccccc2)nc1NC(=O)C(C)C | 38* | 176%[activator] | 2% | . | 16 | -14%
O=C(Cc1ccccc1)NNC(=S)Nc1ccc(Cl)cc1 | 16 | 21% | 6% | 22% | 8 | 20%
C[C@@H]1CCC2[C@](C)(CO)[C@@H](O)CC[C@]2(C)[C@@]12CCC(CO)(CCO)O2 (stereo partly drawn) | -7 | 12% | 4% | 26% | -2 | -3%
CCCCC(C(=O)O)C(C)CC(=O)Nc1nccs1 (stereo not drawn) | 2 | 31%[activator] | 6% | 0% | -2 | 12%
CC(C)(Oc1ccc(-c2ccco2)cc1)C(=O)O | -12 | -11% | ? | . | -2 | 8%
COCCCn1c(-c2ccccc2)nc2ccccc2c1=O | 21 | 7% | -24% | -6% | -5 | 1%
CCOc1ccc(Cc2c(C)[nH]c3ccc(C(=O)O)cc3c2=S)cc1 | -6 | 3% | -26% | -26% | 1 | ?
Cc1cc(O)c(NC(=O)c2ccc(Br)o2)cc1C | 66* | 12µM* | -11% | 118%[activator] | 46* | 4%
COc1ccc2oc(C(=O)OCC(=O)NC3CCCCC3)c(C)c2c1 | . | 9% | 0% | -6% | . | .
O=C(Cc1ccc(Br)cc1)N(Cc1ccccc1)c1ccccn1 | 17 | -11% | . | -8% | 3 | 1%
Cc1ccc(O)c(C(=O)CC(=O)c2ccc(C(C)(C)C)cc2)c1 | . | ? | 5% | ? | 23* | 4%
CCCCOC(=O)c1cc(=O)[nH]c2ccccc12 | 12 | 6% | -1% | 12µM* | 11* | 2%
Cc1ccnc(N(C(=O)c2cccs2)C(=O)c2cccs2)c1 | 71* | 168%[activator] | 2% | 11% | 42* | 0%
O=C(Nc1ccc(Nc2ccccc2)cc1)N1CCOCC1 | 13 | 2% | -8% | . | 9 | -1%
COc1cc(/C=C/C(=O)OCC(=O)NC(=O)NC2CCCC2)ccc1OCC#N | . | ? | 0% | 7% | . | .
CCOC(=O)NN1C(=O)c2ccccc2NC1c1cccc(O)c1 (stereo not drawn) | -8 | 6% | -2% | 18% | 7 | 6%
O=C1CC2c3ccccc3C1C1C(=O)N(CCc3ccccc3)C(=O)C21 (stereo not drawn) | -13 | -2% | . | 19% | -2 | 1%
O=C(CCNC(=O)c1ccc([N+](=O)[O-])cc1)NCc1ccco1 | . | -22% | -7% | -32% | . | .
CCCc1cc(=O)oc2cc(C)cc(OCC(=O)NCc3ccccn3)c12 | 122* | ? | 0% | 2.6µM* | 12 | -7%
CCOC(=O)c1cn(CC)c2cc3c(cc2c1=O)OCO3 | . | 7% | -1% | ? | . | .
CCOC(=O)c1c(NC(=O)CN2CCOCC2)sc2c1CC(C)(C)OC2 | -25 | ? | -16% | ? | -6 | 0%
CCN(c1cccc(C)c1)S(=O)(=O)c1cnc[nH]1 | -3 | 13% | 4% | . | -3 | -17%
CC(C)n1cc(/C=C2/NC(=O)NC2=O)c2ccccc21 | -16 | ? | 1% | -1% | 7 | 6%
COc1ccc(CCN(C)CC(=O)Nc2cc(C)nc3ccccc23)cc1OC | -5 | ? | 4% | ? | -2 | ?
CCCCC1OC23CCCCC2C(C#N)(C#N)C1(C#N)C(=N)O3 (stereo not drawn) | -4 | 3% | ? | -25% | 5 | ?
CN1CCN(c2ccccc2NC(=O)c2ccc(N3CCOCC3)c([N+](=O)[O-])c2)CC1 | -7 | ? | 0% | 30%[activator] | 2 | 3%
CC(C)OCCCn1c(=N)c(S(=O)(=O)c2ccccc2)cc2c(=O)n3ccccc3nc21 | -5 | ? | -2% | ? | 3 | .
CCN(CC)C(=O)CSc1nc2c(sc(=S)n2-c2ccccc2)c(=O)n1-c1ccc(OC)c(OC)c1 | 17 | 4.7µM* | -11% | 8% | -1 | -8%
COc1ccccc1NS(=O)(=O)c1ccc(C)c(C(=O)NCC(c2ccco2)N2CCCCC2)c1 (stereo not drawn) | 1 | ? | 1% | ? | -4 | -1%
COc1c(OC(C)=O)ccc(/C=C/c2ccc3cccc(OC)c3n2)c1[N+](=O)[O-] | 41* | ? | -9% | ? | 22* | -11%
CC1(c2ccccc2)NC(=O)N(CC(=O)NNC(=O)c2cccc(Cl)c2)C1=O (stereo not drawn) | . | 15% | -19% | 23% | . | .
O=C(NCc1ccc(Cl)cc1)c1ccncc1 | . | 3% | -20% | ? | -2 | -1%
O=C(NCC1CCCO1)c1ccc2c(c1)C(=O)N(C1CCCCC1)C2=O (stereo not drawn) | -9 | 4% | -14% | ? | -2 | 0%
COc1ccc(S(=O)(=O)Nc2ccc(S(=O)(=O)N3CCCC3)cc2)cc1 | -15 | . | 35% | -3% | -3 | 8%
O=C(Nc1ncc(Cc2ccccc2)s1)C1=NCCN1 | 58* | 16% | 10% | 17% | 15 | ?
O=c1cc(CN2CCOCC2)c2c(ccc3ccccc32)o1 | -23 | 13% | 8% | . | -2 | 6%
CC(Sc1nnc2ccccn12)C(N)=O (stereo not drawn) | -3 | ? | -6% | 19% | 0 | 4%
C=C1C[C@H]2[C@@H]3C=C(C)C4=CC(=O)CC[C@]4(C)[C@H]3CC[C@]2(C)[C@@]1(OC(C)=O)C(C)=O | 13 | 9.3µM* | ? | ? | -10 | 0%
Cn1cccc1C(C#N)c1ccccc1C#N (stereo not drawn) | -11 | . | 3% | 14% | 6 | 3%
Cc1cccc(NS(=O)(=O)c2ccc(C)c(C(=O)NCCCN3CCOCC3)c2)c1 | . | -8% | -5% | 29% | . | .
Cn1c(/C(C#N)=C/c2ccncc2)nc2ccccc21 | 18 | -4% | . | 7% | 7 | 0%
Clc1ccc(-c2csc(N3CCCCCC3)n2)cc1 | 57 | 108%[activator] | 3% | ? | 22* | 1%
FC(F)C(F)(F)Oc1cccc(-c2n[nH]c(=S)n2Cc2ccccc2)c1 | . | -26% | 0% | 22% | . | .
O=S(=O)(c1ccccc1)N1C2CCC1CC(O)(c1cccnc1)C2 (stereo not drawn) | 2 | 4% | -4% | 2.3µM* | 3 | 6%
Cc1ccc(C2c3[nH]c4ccccc4c3C[C@H]3C(=O)N(c4ccccc4C(=O)N4CCC(C(=O)O)CC4)C(=O)N23)cc1 (stereo partly drawn) | -2 | 12µM* | -18% | 5.9µM* | -5 | 2%
COc1ccc(-c2nnc(C)c3nocc23)cc1 | -6 | -26% | -32% | 11% | -3 | -1%
CCCCNC(=O)C1CCC(=O)N1CCc1ccccc1 (stereo not drawn) | 3 | -2%[0.00184 µM] | 5% | 14% | -4 | -3%
COc1ccc(CCn2c(-c3ccncc3)n[nH]c2=S)cc1OC | -5 | 12% | -8% | 2% | -1 | ?
O=C(CCCCCN1C(=O)c2ccccc2C1=O)Nc1cccc(O)c1 | -20 | 92%[activator] | -1% | ? | -1 | -2%
Cc1ccc2c(c1)NC(=O)C(CC(=O)NCCCN1CCc3ccccc3C1)O2 (stereo not drawn) | -8 | . | -19% | -24% | -9 | -22%
